Assay outcomes from PubChem.
ERAP1 HTS inh – human ERAP1 aminopeptidase inhibitors, primary screen, biochemical, single point, plate reader; recombinant ERAP1, Leu-AMC fluorescence, 60 min; inhibition, % at 10.7 µM; 340,000 tested, 0.15% active;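 active = mean replicate inhibition of at least 30%, or all replicates individually reaching that 30% level; inactive = mean below 30% and not every replicate reaching it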;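 note: 0% = neutral control wells and 100% = L-leucinethiol positive control wells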
CASP6 VEID inh – human caspase-6 inhibitors, primary screen, biochemical, VEID-R110 fluorescence, single point, set 2 | purified caspase-6, Z-VEID-R110 cleavage fluorescence | 350,000 tested, 0.53% active | AID 686996, 2013 | inhibition, % at 12.5 µM;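 active = mean inhibition across replicates at least about 35%, with every replicate also reaching that limit, limit read from the data; inconclusive = only one of the two criteria met; inactive = neither criterion met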;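 note: 0% = median of neutral control wells and 100% = no fluorescence left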
Target sequence (P55212 24-179 limits assumed): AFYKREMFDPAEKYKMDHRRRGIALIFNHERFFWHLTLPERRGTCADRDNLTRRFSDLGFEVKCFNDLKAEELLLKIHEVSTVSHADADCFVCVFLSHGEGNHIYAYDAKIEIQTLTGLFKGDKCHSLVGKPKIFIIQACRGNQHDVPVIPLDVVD
Target sequence (P55212 194-293 limits assumed): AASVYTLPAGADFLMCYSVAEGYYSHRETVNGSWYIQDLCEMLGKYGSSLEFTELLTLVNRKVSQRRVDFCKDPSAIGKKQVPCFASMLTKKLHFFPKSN
DENV2 CPE rescue – inhibitors of DENV2 cytopathic effect, primary screen, cell-based, plate reader, single concentration. AID 651640, 2012. DENV2-infected cells, cytopathic effect rescue. 350,000 tested, 1.7% active. CPE inhibition, % at 9.99 µM; in the data active = CPE inhibition above about 20%, passing the limit was not always enough; inconclusive = no clear call, values can overlap the other calls; tested in BHK-21 cells;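 note: 0% = median of neutral control wells and 100% = median of positive control wells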
F508del corr – F508del CFTR correction, initial screen, CFBE line, single point | CFBE cells, YFP halide quenching; stimulated with forskolin plus potentiator P3; % fluorescence drop versus neutral controls | activity (quench increase), % at 7.58 µM | 350,000 tested, 0.36% active;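 active = mean added fluorescence quench of at least 8% versus neutral control, with both replicates also reaching 8%; inconclusive = only one of the mean or replicate conditions met; inactive = mean below 8% and not both replicates reaching 8%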;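 note: cells transiently co-express mutant CFTR-F508del with the halide-sensitive YFP; corrector assay measuring rescue of mutant channel to the surface after 24 h compound exposure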
miR-122 sensor – miR-122 Renilla sensor signal increase in Huh7, primary screen, miR-122 inhibitor project, cell-based, single point, plate reader; Huh7 miR-122 Renilla luciferase sensor, 48 h; neutral wells = 0, positive control = 100; activation (reporter increase), % at 12.5 µM; 340,000 tested, 0.3% active;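 active = mean replicate activation score at least 90 and every replicate individually at or above 90; inconclusive = only one of the two criteria met; inactive = neither criterion met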;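 note: higher luciferase means less miR-122 activity so hits act as miR-122 inhibitors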
SIRT5 inh – SIRT5 desuccinylase inhibitors, primary screen, biochemical, fluorescence imaging, single point, set 5. Purified SirT5, succinyl-peptide AMC, trypsin-coupled fluorescence. AID 652115, 2013. 330,000 tested, 1.1% active. NAD-dependent protein deacylase sirtuin-5, mitochondrial (Homo sapiens), Q9NXA8. inhibition, % at 15 µM; in the data active = inhibition above about 15%; inconclusive = no clear call, values can overlap the other calls
Target sequence (Q9NXA8 whole entry, looked up): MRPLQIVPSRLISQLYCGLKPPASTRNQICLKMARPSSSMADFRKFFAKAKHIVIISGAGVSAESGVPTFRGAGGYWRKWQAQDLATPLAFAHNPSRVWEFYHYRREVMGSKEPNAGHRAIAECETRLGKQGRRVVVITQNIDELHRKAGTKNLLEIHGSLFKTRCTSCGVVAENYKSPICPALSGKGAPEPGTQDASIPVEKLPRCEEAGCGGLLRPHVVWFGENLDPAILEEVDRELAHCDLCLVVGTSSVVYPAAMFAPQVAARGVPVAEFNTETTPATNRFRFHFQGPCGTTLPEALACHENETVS
ERp5 inh – inhibitors of ERp5-driven insulin aggregation, primary screen, biochemical, turbidity, absorbance 650 nm, single point | 90 min | Protein disulfide-isomerase A6 (Homo sapiens), Q15084 | inhibition, % at 9.99 µM | 350,000 tested, 0.05% active | AID 651711, 2012;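 active = mean replicate inhibition above about 25%, with every replicate also reaching it, limit read from the data, passing the limit was not always enough; inconclusive = only one of those two criteria met; inactive = neither criterion met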
Target sequence (Q15084 whole entry, looked up): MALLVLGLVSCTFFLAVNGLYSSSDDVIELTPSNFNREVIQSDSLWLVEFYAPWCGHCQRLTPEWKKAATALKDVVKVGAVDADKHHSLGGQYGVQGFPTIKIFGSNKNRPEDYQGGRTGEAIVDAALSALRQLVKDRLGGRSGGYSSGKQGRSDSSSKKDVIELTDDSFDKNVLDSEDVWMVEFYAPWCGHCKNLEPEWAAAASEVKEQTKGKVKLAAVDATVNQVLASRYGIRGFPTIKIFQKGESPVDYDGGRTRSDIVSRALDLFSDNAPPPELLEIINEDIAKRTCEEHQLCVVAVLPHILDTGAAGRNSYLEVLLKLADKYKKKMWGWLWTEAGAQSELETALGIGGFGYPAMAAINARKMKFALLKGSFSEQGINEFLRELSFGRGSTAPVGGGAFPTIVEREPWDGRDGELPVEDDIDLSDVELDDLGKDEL
An asterisk follows results filed as active; ? = inconclusive; / = no result given; [ ] = another dose, or the depositor's remark.

1) CCOc1ccc(NC(=O)CCNC(=O)Cn2cnc3ccccc3c2=O)cc1
2) C[C@@H]1CN([C@H](C)CO)S(=O)(=O)c2ccc(/C=C/c3ccccc3)cc2O[C@@H]1CN(C)C(=O)NC1CCCCC1
3) C[C@@H]1CN([C@@H](C)CO)C(=O)c2cc(C#CCc3ccccc3)cnc2O[C@@H]1CN(C)Cc1ccc(C(=O)O)cc1
4) C/C(=N\NC(=O)CSc1nc(C)[nH]c1[N+](=O)[O-])c1ccc(F)cc1
5) O=C(c1ccccc1)N1CCN(CC(O)Cn2ccc3ccccc32)CC1 (stereo not given)
6) COc1cccc(S(=O)(=O)Nc2ccc3c(c2)C(=O)N(C)C[C@@H](OC)[C@H](C)CN[C@H](C)CO3)c1

Assay by compound,1,2,3,4,5,6
ERAP1 HTS inh,-2,0,8,5,1,0
CASP6 VEID inh,1,0,1,-3,3,1
DENV2 CPE rescue,10,-4,-3,-1,1,-1
F508del corr,0.7,2.4,2.7,-0.1,0.4,-2.9
miR-122 sensor,-4,-30[16.7 µM],2[16.7 µM],2,/,-17[16.7 µM]
SIRT5 inh,-8,-10,1,1,/,-2
ERp5 inh,-5,5,1,3,7,11

7) O=C(C(=O)N1CCOCC1)c1cn(CC(=O)N2CCCCC2)c2ccccc12
8) O=C(CCC1CCCN(C(=O)c2ccco2)C1)NCc1ccccc1F (stereo not given)
9) C[C@@H]1CN([C@@H](C)CO)C(=O)c2cc(NC(=O)Nc3cccc4ccccc34)ccc2O[C@@H]1CN(C)C(=O)Nc1ccc2c(c1)OCO2
10) CNC[C@H]1Oc2ccc(NS(=O)(=O)c3cccs3)cc2C(=O)N([C@@H](C)CO)C[C@@H]1C
11) CCCCn1c(N)c(N(CC(C)C)C(=O)c2ccc(S(=O)(=O)N3CCCCC3)cc2)c(=O)[nH]c1=O
12) Fc1ccccc1Nc1nc2ccccc2o1

Assay by compound,7,8,9,10,11,12
ERAP1 HTS inh,2,-7,0,2,4,0
CASP6 VEID inh,0,0,-3,-6,-7,-1
DENV2 CPE rescue,-1,1,-5,2,4,-1
F508del corr,-0.5,-0.6,-1.2,0.4,-0.9,4.0
miR-122 sensor,/,6,-5[16.7 µM],16[16.7 µM],-3,-8
SIRT5 inh,1,-1,9,3,0,5
ERp5 inh,1,-1,5,-3,-5,2

13) COC(=O)Cn1c(=NC(=O)c2cc(-c3cccs3)nc3ccccc23)sc2cc(S(N)(=O)=O)ccc21
14) COc1ccc(OC)c(CC(NC(C)=O)C(=O)NC2CCN(S(=O)(=O)c3ccc(NC(C)=O)cc3)CC2)c1 (stereo not given)
15) COc1ccc(N(CC(=O)NCc2ccccc2C)S(=O)(=O)c2ccccc2[N+](=O)[O-])c(OC)c1
16) O=C(Cn1cnc2cc([N+](=O)[O-])ccc2c1=O)N1CCN(S(=O)(=O)c2ccccc2)CC1
17) CCN(CC)C(=O)CSc1nc2ccccc2c(=O)n1CCC(=O)N1CCN(c2ccccc2)CC1
18) CCCOc1cccc(C(=O)NCCCNC(=O)c2ccccn2)c1

Assay by compound,13,14,15,16,17,18
ERAP1 HTS inh,0,-2,-4,-1,1,-3
CASP6 VEID inh,1,/,-8,0,0,-3
DENV2 CPE rescue,-5,-3,-5,2,-2,-1
F508del corr,9.5*,-1.8,-0.5,2.3,3.5,-1.9
miR-122 sensor,/,/,42,-8,-2,/
SIRT5 inh,3,-1,11,0,6,-3
ERp5 inh,14,4,3,-1,-8,4

19) O=c1[nH]c(=S)n(-c2cccc(C(F)(F)F)c2)c(O)c1C=NCCN1CCNCC1
20) O=C(Cc1cccc(NC(=O)C2CCCN(C(=O)C3CCCC3)C2)c1)Nc1cccc(C(=O)N2CCOCC2)c1 (stereo not given)
21) Cc1cccc(NC(=O)CNC(=O)c2cn(Cc3ccccc3)nc2-c2cccnc2)c1C
22) CC(=O)c1c(C)[nH]c(C(=O)CN2C(=O)NC(C)(c3ccc(C)cc3)C2=O)c1C (stereo not given)
23) C[C@H]1CN([C@@H](C)CO)C(=O)c2cccc(NC(=O)Nc3ccc(F)cc3)c2O[C@@H]1CN(C)C(=O)Nc1ccccc1
24) CN(c1ccccc1)S(=O)(=O)c1cc(C(=O)OCC(=O)c2c(N)n(C)c(=O)n(C)c2=O)ccc1Cl

Assay by compound,19,20,21,22,23,24
ERAP1 HTS inh,-1,0,-5,-2,0,4
CASP6 VEID inh,/,2,-1,1,0,2
DENV2 CPE rescue,-3,3,-4,3,-9,-2
F508del corr,-1.5,-2.3,-3.2,-0.7,-3.0,-0.9
miR-122 sensor,2,0,2,/,-2[16.7 µM],-2
SIRT5 inh,0,19*,-6,2,-5,2
ERp5 inh,5,1,4,5,-6,2

25) COc1cc(C)ccc1OCC(=O)Nc1nnc(C2CC2)s1
26) O=c1[nH]c2c(c(=O)n1-c1ccccc1)CCO2
27) Cc1ccc(-c2ccc([C@H]3[C@@H](CO)N4C(=O)CN(C(=O)NC(C)C)C[C@@H]34)cc2)cc1
28) CCN(CCn1cccn1)C(=O)c1cc(COc2ccc(F)cc2Cl)on1
29) CCOC(=O)C1(C)CCN1C(=O)c1ccc(SC(F)(F)F)cc1 (stereo not given)
30) COCCNC(=O)c1nc2c(nnn2Cc2cc(C)ccc2C)c(=O)[nH]1

Assay by compound,25,26,27,28,29,30
ERAP1 HTS inh,-4,3,-5,8,0,-1
CASP6 VEID inh,1,4,7,2,0,-1
DENV2 CPE rescue,-6,-10,12,3,1,5
F508del corr,3.8,-0.2,3.9,-1.6,3.2,-4.5
miR-122 sensor,/,-2,/,5,1,-7
SIRT5 inh,-3,-4,-2,-1,-4,0
ERp5 inh,3,-2,-1,2,5,0

31) CCN(CC(=O)Nc1c(F)cccc1F)C(=O)CNC(=O)c1ccc(Br)o1
32) COc1ccc(OC)c(NC(=O)c2cccc(NC(=O)c3ccccc3C(=O)O)c2)c1
33) Cc1ccc(N(Cc2cc(=O)[nH]c3ccccc23)C(=O)C(C)C)cc1
34) CC(C)(C)OC(=O)N1CCCC(C(=O)Nc2ccc(C(=O)NCCc3ccccc3)cc2)C1 (stereo not given)
35) CCN(CC)c1ccc(/C=N/NC(=O)OC(C)(C)C)cc1
36) Cc1noc(C)c1NC(=O)N(C)C[C@@H]1Oc2c(NS(=O)(=O)c3ccc(F)cc3)cccc2C(=O)N([C@@H](C)CO)C[C@@H]1C

Assay by compound,31,32,33,34,35,36
ERAP1 HTS inh,0,2,-2,/,4,5
CASP6 VEID inh,0,-2,4,-3,0,1
DENV2 CPE rescue,15,2,?,4,-2,4
F508del corr,0.0,0.9,1.2,-0.5,/,-0.9
miR-122 sensor,3,/,2,-6,/,-1[16.7 µM]
SIRT5 inh,0,0,1,/,2,4
ERp5 inh,-2,3,2,-3,1,-3

37) O=C(CN1C(=O)c2ccccc2C1=O)NC1CCS(=O)(=O)C1 (stereo not given)
38) CC1=C(C/C=C(\C)CCCC(C)CCCC(C)CCCC(C)C)C(=O)c2ccccc2C1=O (stereo not given)
39) Cc1ccc(NC2(C#N)C(=O)Nc3ccccc32)cc1C (stereo not given)
40) COc1cccc(C(=O)Nc2ccc3c(c2)OC[C@@H](C)N(C(C)=O)C[C@@H](C)[C@H](OC)CN(C)C3=O)c1
41) COc1ccc(CN(C)C[C@H]2Oc3c(NS(C)(=O)=O)cccc3C(=O)N([C@H](C)CO)C[C@H]2C)cc1
42) C[C@@H]1CN([C@H](C)CO)C(=O)Cc2cc(NC(=O)Cn3cnnn3)ccc2O[C@H]1CN(C)Cc1ccc(Cl)c(Cl)c1

Assay by compound,37,38,39,40,41,42
ERAP1 HTS inh,-8,-1,1,1,-2,1
CASP6 VEID inh,-1,25,3,0,-3,0
DENV2 CPE rescue,-7,-5,4,?,2,-5
F508del corr,-1.0,4.0,-1.8,0.0,-2.1,0.6
miR-122 sensor,-5,-2,-2,22[16.7 µM],8[16.7 µM],-1[16.7 µM]
SIRT5 inh,-1,2,-4,-1,2,-1
ERp5 inh,10,-8,0,3,4,-1

4 of these compounds in another layout:
[38] CC1=C(C/C=C(\C)CCCC(C)CCCC(C)CCCC(C)C)C(=O)c2ccccc2C1=O (stereo not given)
  ERAP1 HTS inh: -1 | CASP6 VEID inh: 25 | DENV2 CPE rescue: -5 | F508del corr: 4.0 | miR-122 sensor: -2 | SIRT5 inh: 2 | ERp5 inh: -8
[39] Cc1ccc(NC2(C#N)C(=O)Nc3ccccc32)cc1C (stereo not given)
  ERAP1 HTS inh: 1 | CASP6 VEID inh: 3 | DENV2 CPE rescue: 4 | F508del corr: -1.8 | miR-122 sensor: -2 | SIRT5 inh: -4 | ERp5 inh: 0
[40] COc1cccc(C(=O)Nc2ccc3c(c2)OC[C@@H](C)N(C(C)=O)C[C@@H](C)[C@H](OC)CN(C)C3=O)c1
  ERAP1 HTS inh: 1 | CASP6 VEID inh: 0 | DENV2 CPE rescue: ? | F508del corr: 0.0 | miR-122 sensor: 22[16.7 µM] | SIRT5 inh: -1 | ERp5 inh: 3
[41] COc1ccc(CN(C)C[C@H]2Oc3c(NS(C)(=O)=O)cccc3C(=O)N([C@H](C)CO)C[C@H]2C)cc1
  ERAP1 HTS inh: -2 | CASP6 VEID inh: -3 | DENV2 CPE rescue: 2 | F508del corr: -2.1 | miR-122 sensor: 8[16.7 µM] | SIRT5 inh: 2 | ERp5 inh: 4

(more compounds)
43) CO[C@@H]1CN(C)C(=O)c2ccc(NC(=O)C3CCCC3)cc2OC[C@H](C)N(C)C[C@@H]1C
44) C[C@H](CO)N1C[C@H](C)[C@H](CN(C)C(=O)NC2CCCCC2)Oc2cc(C#Cc3ccc(F)cc3)ccc2S1(=O)=O
45) CO[C@H]1CN(C)C(=O)c2ccc(NS(=O)(=O)CC(F)(F)F)cc2OC[C@H](C)NC[C@@H]1C
46) COc1ccc(OCCSCc2nnc(NC(=O)Nc3ccc(Cl)cc3)s2)cc1
47) COc1cc(CC(CC(=O)c2ccc3c(c2)OCO3)C(=O)O)cc(OC)c1OC (stereo not given)
48) C[C@@H]1CN([C@@H](C)CO)C(=O)c2cc(NS(=O)(=O)c3cccs3)ccc2O[C@@H](C)CCCCO[C@@H]1CN(C)C(=O)Nc1cccc2ccccc12

Assay by compound,43,44,45,46,47,48
ERAP1 HTS inh,-1,2,5,-4,3,2
CASP6 VEID inh,-1,2,1,6,1,3
DENV2 CPE rescue,-3,3,10,1,9,11
F508del corr,-0.8,8.2*,-0.1,/,0.1,-2.5
miR-122 sensor,-2[16.7 µM],-16[16.7 µM],/,/,/,-8[16.7 µM]
SIRT5 inh,-1,14,-3,2,/,6
ERp5 inh,3,5,/,-2,-4,0

49) Oc1ccc(Br)cc1/C=N/Nc1nc(N2CCCCC2)nc(N2CCOCC2)n1
50) CC(=O)c1ccc(S(=O)(=O)NCCc2csc(-c3cccnc3)n2)cc1
51) O=C(CN1CCN(S(=O)(=O)c2cccc(F)c2)CC1)NCC1(N2CCOCC2)CCCCC1
52) Cc1cccc(N2C(=O)N3[C@H](c4ccc(F)cc4)[C@@H]4C(=O)N(C5CCCCC5)C(=O)[C@@H]4[C@]3(Cc3ccc(Cl)cc3)C2=O)c1
53) CCOc1ccc(C(=O)OCC(=O)N2CCCC2)cc1OCC

Assay by compound,49,50,51,52,53
ERAP1 HTS inh,1,-1,2,-4,1
CASP6 VEID inh,0,-1,-2,0,0
DENV2 CPE rescue,3,-2,-4,4,6
F508del corr,-9.2,0.6,-2.4,2.5,-0.8
miR-122 sensor,/,24,-2,-4,7
SIRT5 inh,1,-2,-6,-1,-1
ERp5 inh,7,3,2,1,1
